GLD-1 RNA inh: GLD-1-TGE RNA interaction inhibition (C. elegans) | Q17339 | 320,000 tested, 0.44% active | purified GLD-1 + fluorescein TGE RNA, fluorescence polarization | AID 2280 | inhibition, % at 5.96 µM;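 active = percent inhibition above a per-plate cutoff, the plate mean of test compounds plus 3 SD, cut at about 30% in these data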;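 note: 0% = DMSO wells with GLD-1 and probe and 100% = wells lacking GLD-1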
GRK2 aptamer HTS: blocks RNA aptamer binding to human GRK2. P25098. bead flow cytometry, FAM-aptamer displacement from GRK2. inhibition of aptamer binding, % at 10 µM. 330,000 tested, 0.59% active. AID 488847;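 active = inhibition of aptamer binding above 40%, roughly 3 SD of noise, on plates passing a quality check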;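 note: median bead fluorescence of bound FAM aptamer so fluorescent compounds give negative values; no value below 0 was filed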
AGP1-GFP MLPCN: modulators of TOR pathway AGP1-GFP in S. cerevisiae. GFP response vs DMSO, % at 10 µM. 320,000 tested, 0.02% active. S. cerevisiae AGP1-GFP multiplex flow cytometry, 3 h; GFP as percent of DMSO wells. AID 2066;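 active = GFP response relative to DMSO above a set limit, near screen average plus 3 SD, cut at about 150% in these data; inconclusive = fewer than 70 cells counted for the yeast strain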;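 note: median GFP channel fluorescence of the gated AGP1 strain per well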
Yeast superoxide: caloric restriction mimetics inhibiting age-related superoxide in yeast; S. cerevisiae aged cells, superoxide DHE fluorescence; active compounds read low; superoxide response (% of plate mean), % at 10 µM; 330,000 tested, 0.18% active; AID 2690;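 active = superoxide response under a set limit, about three screen SD below normal, cut at about 65% in these data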;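 note: yeast aged for seven days with compound at 30 °C before DHE staining; 100% = average MFI of all compound-treated wells on the plate with controls excluded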
CIT2 TOR yeast: modulators of TOR pathway CIT2-GFP in S. cerevisiae; S. cerevisiae CIT2-GFP strain, flow cytometry, 3 h; 100 means same as DMSO wells; 320,000 tested, 0.065% active; GFP response vs DMSO, % at 10 µM;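 active = GFP response relative to DMSO above a set limit, near the screen mean plus 3 SD, cut at about 150% in these data; inconclusive = Fewer than 70 cells measured for a yeast strain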;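 note: ratio of well median GFP fluorescence to mean of DMSO wells on the plate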
MEX-5 binding: C. elegans MEX-5 TCR-2 RNA binding activity. MEX-5/FITC-TCR2 RNA binding, fluorescence polarization; active compounds read low. activity score (negative = inhibition of binding), % at 10 µM. 300,000 tested, 0.38% active. AID 1832;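 active = inhibition past about -25% in most replicates, and total fluorescence under double the plate's negative control median, limit read from the data; inconclusive = replicates evenly split on the limit, or fluorescence at least double controls; inactive = too little inhibition in most replicates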;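 note: 0% = DMSO and -100% = 5 µM competing unlabeled TCR2 RNA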
Target sequence (Q9XUB2 whole entry, looked up): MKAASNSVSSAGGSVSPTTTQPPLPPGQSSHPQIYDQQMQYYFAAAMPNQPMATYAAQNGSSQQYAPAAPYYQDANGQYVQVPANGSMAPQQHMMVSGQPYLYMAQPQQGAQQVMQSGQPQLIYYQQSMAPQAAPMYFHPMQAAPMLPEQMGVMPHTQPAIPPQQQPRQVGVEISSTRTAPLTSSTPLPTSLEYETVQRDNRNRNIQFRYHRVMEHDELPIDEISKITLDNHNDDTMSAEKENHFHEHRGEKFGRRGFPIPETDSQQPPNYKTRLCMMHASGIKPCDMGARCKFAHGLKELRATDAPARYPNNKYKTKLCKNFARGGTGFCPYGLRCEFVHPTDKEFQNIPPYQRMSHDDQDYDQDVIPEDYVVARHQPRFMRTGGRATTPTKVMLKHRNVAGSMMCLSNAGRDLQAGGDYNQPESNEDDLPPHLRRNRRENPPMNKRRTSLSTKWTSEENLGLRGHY
MCL1 BIM primary: disrupts human MCL1 binding to BIM-BH3 peptide; Q07820; AID 2057; inhibition, % at 10.9 µM; 320,000 tested, 0.68% active; GST-MCL1 / FITC-Bim-BH3 fluorescence polarization;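 active = inhibition above the mean inhibition of all tested compounds plus 3 SD, set per campaign, cut at about 40% in these data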;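 note: 0% = DMSO wells and 100% = unlabeled Bim-BH3 peptide control; higher means more loss of mP so more displacement of Bim peptide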
VLA-4 inh: inhibition in a human VLA-4 binding assay; VLA-4 expressing cells, ligand binding flow cytometry; inhibition, % (about 7 µM as worked out from the volumes in the protocol); 330,000 tested, 0.2% active; in the data active = inhibition above about 50%
BCLXL inh: blocks human Bcl-xL binding to Bim BH3 peptide; Q07817; GST-Bcl-xL / FITC-Bim BH3 peptide fluorescence polarization; inhibition, % at 10.9 µM; 320,000 tested, 0.7% active;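 active = inhibition above the mean of all tested compounds plus 3 SD, cutoff set per campaign, cut at about 30% in these data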;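 note: 0% = DMSO wells and 100% = unlabeled Bim-BH3 peptide competitor; inhibitors lower millipolarization by displacing the labeled peptide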
Target sequence (Q07817 whole entry, looked up): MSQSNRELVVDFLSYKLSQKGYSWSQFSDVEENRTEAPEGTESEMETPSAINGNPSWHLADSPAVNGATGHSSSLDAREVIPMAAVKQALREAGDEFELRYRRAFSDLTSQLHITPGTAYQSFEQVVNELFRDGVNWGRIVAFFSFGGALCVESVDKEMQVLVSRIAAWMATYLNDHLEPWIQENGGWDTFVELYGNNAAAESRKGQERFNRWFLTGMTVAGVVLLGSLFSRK
Active calls of the source: *; ? = inconclusive; nt = not tested or not shown; [ ] = dose if it differs, or a comment.

#1 CCOC(=O)C1CCN(C(=O)CN(c2cccc(C(F)(F)F)c2)S(C)(=O)=O)CC1
#2 COc1ccc(CC(=O)Nc2ccc(N3CCCC3)c(C)c2)cc1
#3 Cc1ccc(CNC(=O)C2(C(F)(F)F)C/C(=C\Cc3ccccc3)CCCO2)o1 (stereo not given)
#4 O=C(COc1cccnc1[N+](=O)[O-])Nc1ccc(N2CCOCC2)cc1
#5 CCOC(O)[C@H]1N[C@@H](c2ccc(Cl)cc2)[C@@H]([N+](=O)[O-])[C@@H]1c1ccccc1 (stereo not given in full)

assay / entry	1	2	3	4	5
GLD-1 RNA inh	5	-11	0	4	-2
GRK2 aptamer HTS	2	0	0	0	4
AGP1-GFP MLPCN	101	15[may fluoresce violet]	78	96	nt
Yeast superoxide	100	93	93	115	107
CIT2 TOR yeast	100	?	66	94	nt
MEX-5 binding	1.8	1.8	0.1	-1.6	-0.4
MCL1 BIM primary	-8	2	4	-2	11
VLA-4 inh	7	2	15	-1	-3
BCLXL inh	3	3	2	1	4

#6 O=C(c1ccc(S(=O)(=O)N2CCCCC2)cc1)N1CCc2ccccc2C1
#7 Nn1c(SCC(=O)Nc2ccccc2F)nnc1-c1cccnc1
#8 CCS(=O)(=O)c1nc(S(=O)(=O)c2ccc(Cl)cc2)c(N2CCN(C)CC2)s1
#9 CN(C)/C=N/C(=S)Nc1ccc(Cl)cc1
#10 Cc1c(C(=O)c2ccc(Br)cc2)c(=O)n(C)c(=O)n1C

assay / entry	6	7	8	9	10
GLD-1 RNA inh	2	8	-8	3	-4
GRK2 aptamer HTS	3	0	0	3	0
AGP1-GFP MLPCN	107	105	102	95	74
Yeast superoxide	102	96	82	100	91
CIT2 TOR yeast	103	98	96	88	88
MEX-5 binding	-1.6	0.0	0.5	-2.4	-0.6
MCL1 BIM primary	-7	7	-4	12	4
VLA-4 inh	-2	19	5	2	-12
BCLXL inh	2	16	1	9	5

Continued (four carried over from the part before).
#7 Nn1c(SCC(=O)Nc2ccccc2F)nnc1-c1cccnc1
#8 CCS(=O)(=O)c1nc(S(=O)(=O)c2ccc(Cl)cc2)c(N2CCN(C)CC2)s1
#9 CN(C)/C=N/C(=S)Nc1ccc(Cl)cc1
#10 Cc1c(C(=O)c2ccc(Br)cc2)c(=O)n(C)c(=O)n1C
#11 O=C(COC(=O)C1CC1)Nc1ccc(Oc2ccccc2)cc1
#12 COc1ccc(C(=O)CCNc2ccc(C)c(Cl)c2)cc1
#13 O=C(Nc1cccc(C(F)(F)F)c1)C12CC3CC(CC(C3)C1)C2
#14 Cc1ccc(NC(=O)Cc2ccsc2)cc1Cl
#15 COc1ccccc1NC(=O)Cc1coc2cc(C)ccc12

assay / entry	7	8	9	10	11	12	13	14	15
GLD-1 RNA inh	8	-8	3	-4	-1	-5	-2	2	5
GRK2 aptamer HTS	0	0	3	0	0	0	0	3	3
AGP1-GFP MLPCN	105	102	95	74	93	91	106	99	97
Yeast superoxide	96	82	100	91	92	110	95	92	99
CIT2 TOR yeast	98	96	88	88	93	103	102	91	nt
MEX-5 binding	0.0	0.5	-2.4	-0.6	1.8	-1.4	0.3	-2.0	4.2
MCL1 BIM primary	7	-4	12	4	7	-1	0	-2	-4
VLA-4 inh	19	5	2	-12	10	-6	-7	5	-9
BCLXL inh	16	1	9	5	-1	-2	2	4	2

#16 COC(=O)[C@@]12CCCCN1[C@H](c1ccc(-c3ccc(F)cc3)c(OC)c1)[C@H]1C(=O)N(C)C(=O)[C@H]12
#17 COc1ccc(Cc2nnc(SC(C)C(=O)Nc3ccc(C(N)=O)cc3)o2)cc1 (stereo not given)
#18 CCOc1nc(Nc2ccccc2F)nc(OCC)n1
#19 CN(C)S(=O)(=O)c1cccc(NC(=O)Cn2cc(C(F)(F)F)cc(Cl)c2=O)c1
#20 O=C(COc1ccc(-n2cnnn2)cc1)Nc1ccccc1OC(F)F

assay / entry	16	17	18	19	20
GLD-1 RNA inh	6	0	-5	8	5
GRK2 aptamer HTS	6	3	1	2	5
AGP1-GFP MLPCN	106	104	96	100	98
Yeast superoxide	113	94	114	102	74
CIT2 TOR yeast	95	96	105	90	100
MEX-5 binding	nt	0.2	0.9	-0.9	nt
MCL1 BIM primary	nt	-2	2	-15	5
VLA-4 inh	14	0	11	12	16
BCLXL inh	nt	3	4	-15	-1

#21 CCOC(=O)CCc1c(C)c2ccc(OCC(=O)N3CCOCC3)c(C)c2oc1=O
#22 O=C(c1ccc(F)cc1)C1CCN(C(=O)c2ccncc2)CC1
#23 Cc1ccc(-c2csc3nc(=O)c(C)nn23)cc1
#24 O=C(NC(C(=O)N/N=C/c1cccnc1)c1n[nH]c(=O)c2ccccc12)c1ccccc1 (stereo not given)
#25 C=C1CC2C(=O)N(Cc3cc(OC)ccc3OC)C(C(=O)OCC)(C(=O)OCC)C1N2C(=O)OC(C)(C)C (stereo not given)

assay / entry	21	22	23	24	25
GLD-1 RNA inh	2	7	2	-7	-1
GRK2 aptamer HTS	0	1	0	4	0
AGP1-GFP MLPCN	100	105	80	105	88
Yeast superoxide	101	91	93	128	96
CIT2 TOR yeast	107	112	65	103	87
MEX-5 binding	2.1	-1.5	-3.0	0.4	0.1
MCL1 BIM primary	3	7	4	3	8
VLA-4 inh	4	4	-4	11	29
BCLXL inh	4	3	4	3	8

#26 COc1ccccc1C(=O)NCCN=C1NS(=O)(=O)c2ccccc21
#27 O=C(Nc1cccc(Cl)c1)N1CCN(C2c3ccccc3-c3ccccc32)CC1
#28 c1ccc(-c2nc(-c3ccccn3)no2)cc1
#29 Cc1cccc(-n2c(SCc3ccc(C#N)cc3)nnc2-c2c[nH]c3ccccc23)c1
#30 Nc1c(C(=O)NCc2ccccc2)nnn1Cc1ccc(F)cc1

assay / entry	26	27	28	29	30
GLD-1 RNA inh	1	2	3	4	0
GRK2 aptamer HTS	1	1	0	2	2
AGP1-GFP MLPCN	103	97	85	101	101
Yeast superoxide	89	107	95	92	95
CIT2 TOR yeast	103	93	84	104	100
MEX-5 binding	3.4	-3.5	1.0	-0.2	2.2
MCL1 BIM primary	-10	3	3	2	5
VLA-4 inh	13	22	1	-1	11
BCLXL inh	1	9	4	-4	2

#31 Cc1cccc(CN2C(=O)c3ccccc3S(=O)(=O)c3ccc(C(=O)NCCCN4CCCC4)cc32)c1
#32 CCN(CC(=O)Nc1c(F)cccc1F)C(=O)CNC(=O)c1cccc(C)c1
#33 CC1CCN(CC(=O)NCCc2ccc(F)cc2)CC1
#34 CCc1ccccc1N(CC(=O)NCc1ccco1)C(=O)CCC(=O)Nc1ccccn1
#35 Nc1nc(NCC2CCCO2)nc(Nc2ccc(F)cc2)c1[N+](=O)[O-] (stereo not given)

assay / entry	31	32	33	34	35
GLD-1 RNA inh	-1	3	2	3	6
GRK2 aptamer HTS	0	4	1	0	0
AGP1-GFP MLPCN	101	77	111	96	96
Yeast superoxide	103	90	85	111	102
CIT2 TOR yeast	107	97	113	95	93
MEX-5 binding	2.7	1.3	-0.5	1.0	3.5
MCL1 BIM primary	2	-1	3	1	8
VLA-4 inh	14	-12	0	9	6
BCLXL inh	5	0	5	4	6

Limited to AGP1-GFP MLPCN, VLA-4 inh and Yeast superoxide, for some of the entries so far:
cpd | structure | AGP1-GFP MLPCN | VLA-4 inh | Yeast superoxide
31 | Cc1cccc(CN2C(=O)c3ccccc3S(=O)(=O)c3ccc(C(=O)NCCCN4CCCC4)cc32)c1 | 101 | 14 | 103
34 | CCc1ccccc1N(CC(=O)NCc1ccco1)C(=O)CCC(=O)Nc1ccccn1 | 96 | 9 | 111

Continuation:
#36 CCCN1CCN(S(=O)(=O)c2ccc3c(c2)NC(=O)C(C)S3)CC1 (stereo not given)
#37 O=C(Nc1ccccn1)C1CCN(S(=O)(=O)c2cccc3nonc23)CC1
#38 CN(c1ccccc1)S(=O)(=O)c1cccc(NC(=O)c2ccc(Cl)c([N+](=O)[O-])c2)c1
#39 COc1cc(/C=C2/SC(=S)N(CC(=O)O)C2=O)ccc1OC(=O)c1ccco1
#40 Cc1cc(C)nc(NC2=NC3CCCCC3N2)n1 (stereo not given)

assay / entry	36	37	38	39	40
GLD-1 RNA inh	7	0	14	2	-5
GRK2 aptamer HTS	1	0	2	0	2
AGP1-GFP MLPCN	100	105	67	108	97
Yeast superoxide	99	92	137	107	100
CIT2 TOR yeast	102	115	115	103	100
MEX-5 binding	0.1	2.0	nt	-2.7	-1.2
MCL1 BIM primary	-11	6	nt	-9	5
VLA-4 inh	19	0	17	-4	-41
BCLXL inh	2	6	nt	-1	-1

#41 CS(=O)(=O)c1ccc(C(=O)Nc2ccc(N3CCCCC3)cc2)c(Cl)c1
#42 Cc1cc(-c2ccc(NC(=O)[C@@H]3CCCC[C@@H]3C(=O)O)c(C)c2)ccc1NC(=O)[C@@H]1CCCC[C@@H]1C(=O)O
#43 CCN(C1CCCCC1)S(=O)(=O)c1ccc(OC)c(C)c1
#44 CC(OC(=O)c1ccccc1NCc1ccco1)C(=O)Nc1ncc(Cl)cc1Cl (stereo not given)
#45 Cc1cccc(C)c1OCC(=O)NCc1ccccc1

assay / entry	41	42	43	44	45
GLD-1 RNA inh	6	2	7	10	5
GRK2 aptamer HTS	0	0	1	0	0
AGP1-GFP MLPCN	96	97	100	98	?
Yeast superoxide	110	96	105	90	46*
CIT2 TOR yeast	99	103	93	100	?
MEX-5 binding	-1.6	-2.1	-5.9	3.9	-2.0
MCL1 BIM primary	12	-5	8	4	3
VLA-4 inh	8	4	9	20	4
BCLXL inh	5	3	3	6	-4

#46 CC(C)(C)OC(=O)N1CCC(NC(=O)c2[nH]cnc2C(=O)Nc2ccc(Cl)cc2)CC1
#47 Cc1ccc(-n2nnnc2-c2cccc(C)c2)cc1
#48 O=C1/C(=C/c2cccs2)SC(=S)N1CCC(=O)N1CCCCC1CCO (stereo not given)
#49 CC(=O)NC(=O)c1ccc(-c2ccc(Cl)cc2)o1
#50 CC(Sc1nc(-c2ccccc2)cc(C(F)(F)F)n1)C(=O)NCCN1CCOCC1 (stereo not given)

assay / entry	46	47	48	49	50
GLD-1 RNA inh	-9	2	-3	3	10
GRK2 aptamer HTS	0	0	1	0	0
AGP1-GFP MLPCN	105	96	92	95	96
Yeast superoxide	100	115	86	117	95
CIT2 TOR yeast	104	96	95	97	101
MEX-5 binding	nt	0.4	-2.7	1.7	-0.3
MCL1 BIM primary	6	10	8	11	-4
VLA-4 inh	2	2	-65	-6	6
BCLXL inh	7	3	9	2	-1

Assay outcomes: PubChem BioAssay, several laboratories
